NPY1 pot ag: potentiators or agonists of human neuropeptide Y receptor Y1. activation, % at 3.6 µM. NPY-Y1 expressing cells, potentiator/agonist activation. AID 1304. 0.37% of 220,000 active; in the data active = activation above about 33%, passing the limit was not always enough;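 note: cells stimulated with NPY at EC10 then isoproterenol at EC100; 0% = low agonist plus stimulus and 100% = saturating agonist plus stimulus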
NCF1 inh: inhibitors of human p47phox binding; P14598; p47phox/p22phox peptide binding, fluorescence polarization, 2 h; inhibition, % at 24.7 µM; 0.53% of 220,000 active;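 active = inhibition above about 30%, limit read from the data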;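 note: 0% = p47phox with labelled peptide and 100% = labelled peptide alone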
Target sequence (P14598 whole entry, looked up): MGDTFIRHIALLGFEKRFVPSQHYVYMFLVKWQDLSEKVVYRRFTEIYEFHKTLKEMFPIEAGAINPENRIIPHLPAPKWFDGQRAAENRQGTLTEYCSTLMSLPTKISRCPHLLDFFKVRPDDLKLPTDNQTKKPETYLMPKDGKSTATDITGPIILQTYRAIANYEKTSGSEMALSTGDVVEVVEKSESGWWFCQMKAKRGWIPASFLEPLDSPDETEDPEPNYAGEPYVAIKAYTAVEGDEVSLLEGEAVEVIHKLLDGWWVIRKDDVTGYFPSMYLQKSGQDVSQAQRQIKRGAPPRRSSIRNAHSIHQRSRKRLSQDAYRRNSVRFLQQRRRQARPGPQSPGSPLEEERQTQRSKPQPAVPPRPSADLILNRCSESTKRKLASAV
S1P4 ag: activates the human S1P4 receptor; O95977; S1P4-expressing cell line, agonist reporter assay; activation, % at 4.98 µM; 0.35% of 220,000 active; AID 1509; in the data active = activation above about 11%;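 note: 0% = DMSO vehicle and 100% = reference agonist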
Target sequence (O95977 whole entry, looked up): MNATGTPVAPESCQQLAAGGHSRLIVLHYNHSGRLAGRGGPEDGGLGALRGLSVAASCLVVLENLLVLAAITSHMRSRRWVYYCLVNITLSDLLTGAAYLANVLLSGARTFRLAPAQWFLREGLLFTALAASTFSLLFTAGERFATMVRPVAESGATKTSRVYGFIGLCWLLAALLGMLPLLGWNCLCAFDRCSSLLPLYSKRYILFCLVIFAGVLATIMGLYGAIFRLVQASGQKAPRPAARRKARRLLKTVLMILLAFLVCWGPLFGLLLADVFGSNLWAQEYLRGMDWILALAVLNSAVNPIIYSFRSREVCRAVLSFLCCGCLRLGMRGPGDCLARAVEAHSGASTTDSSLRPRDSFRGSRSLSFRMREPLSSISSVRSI
BaF3 tox: parental Ba/F3 viability inhibition as JAK2V617F counter-screen | CellTiter-Glo ATP luminescence | inhibition, % at 5.6 µM | 1.1% of 220,000 active | AID 1486;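 active = inhibition above a per-campaign cutoff, the mean inhibition of all tested compounds plus 3 SD, cut at about 27% in these data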;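 note: 0% = DMSO wells and 100% = JAK Inhibitor I control wells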
CHOP inhibitor: inhibitors of CHOP induction in ER stress response; CHO-K1 CHOP-promoter luciferase, tunicamycin-induced, 15-18 h; inhibition, % at 10 µM; 3.8% of 220,000 active; AID 2732;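 active = compounds that reduced the stress-induced luciferase reporter signal by more than about 70% of percent inhibition, limit read from the data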;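 note: 0% = tunicamycin plus vehicle and 100% = wells without tunicamycin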
Ba/F3 V617F tox: loss of viability in JAK2V617F-driven Ba/F3 cells; Ba/F3 EpoR-JAK2V617F viability, ATP luminescence; 1.1% of 220,000 active; inhibition, % at 5.6 µM;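 active = inhibition above the campaign mean plus 3 SD over all tested compounds, cut at about 24% in these data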;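 note: cytokine-independent growth of Ba/F3 cells driven by EpoR plus mutant JAK2; 0% = DMSO-treated cells and 100% = JAK inhibitor I control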
NPY2 pot ag: potentiators or agonists of human neuropeptide Y receptor Y2; activation, % at 3.6 µM; cells expressing NPY-Y2, potentiator/agonist read-out; P49146; 0.45% of 220,000 active; in the data active = activation above about 27%;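 note: cells stimulated with NPY near EC25 plus isoproterenol at EC100; 0% = vehicle plus submaximal agonist and 100% = vehicle plus saturating agonist; some results beyond the cut were filed as inactive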
NPY Y1 blocker: antagonists of human neuropeptide Y receptor Y1; P25929; HEK293-CNG Y1 cells, membrane potential fluorescence; NPY at EC95, then isoproterenol; 1% of 200,000 active; AID 1040; inhibition, % at 3.6 µM;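 active = inhibition above the campaign mean inhibition of all tested compounds plus 3 SD, cut at about 20% in these data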;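 note: 0% = DMSO wells given NPY plus isoproterenol and 100% = isoproterenol alone without NPY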
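Material: HEK293 cells with Y1 receptor plus CNG channel; times: compound incubation 1 h at room temperature, readout 45 min post-stimulation; signal: fluorescence, membrane potential probe; read-out basis: fluorescence ratio normalized to % inhibition between controls; benchmarks: full-block control isoproterenol-only wells, zero-block control NPY plus isoproterenol wells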
S1P4 antag: blocks the human S1P4 receptor | O95977 | S1P4-expressing cells, antagonist mode, reporter read-out | inhibition, % at 4.98 µM | 0.26% of 220,000 active | AID 1510; in the data active = inhibition above about 29%;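 note: 0% = wells stimulated with agonist and 100% = vehicle wells without agonist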
Numbers without * were called inactive; / = not tested or not shown.

SMILES	NPY1 pot ag	NCF1 inh	S1P4 ag	BaF3 tox	CHOP inhibitor	Ba/F3 V617F tox	NPY2 pot ag	NPY Y1 blocker	S1P4 antag
CC(C)Oc1ccc(Cc2cnc(=S)[nH]c2N)cc1	3	-10	1.1	3	7	2	11	-3	3
CS(=O)(=O)N(CC(=O)N1CCCCC1)c1ccc(Cl)c(C(F)(F)F)c1	12	-1	-0.2	1	17	1	15	0	-1
COc1ccc(NC(=O)CSc2ncnc3c2cnn3CCc2ccccc2)cc1	13	-5	1.1	2	-20	-3	-4	2	11
Cc1cc2oc(=O)cc(CSc3nc(N)cc(N)n3)c2cc1C(C)C	-21	-9	2.3	6	15	-4	-20	5	-20
COc1ccccc1-c1noc(CSc2nc(N)cc(=O)[nH]2)n1	8	-3	1.0	2	2	-3	-3	6	-22
CCOc1ccc(NC(=O)C2CC(=O)N(C)C(=Nc3ccc4c(c3)OCO4)S2)cc1 (stereo not given)	-7	-15	-3.0	7	52	6	-12	-4	2
CCN(CC)CCCC(C)NC1=NCCCCC1 (stereo not given)	6	-6	-0.7	1	13	-3	10	-1	-4
CC(=O)N1CCN=C1SCc1ccc(Cl)cc1	-7	-1	-0.3	6	-42	-1	11	3	-21
CC(C)C(Sc1nc(-c2ccccc2)cc(-c2ccccc2)c1C#N)C(=O)O (stereo not given)	6	-2	1.3	2	11	0	-13	3	-21
O=C(NC(Cc1ccccc1)C(=O)O)/C(=C\c1ccco1)NC(=O)c1ccccc1Br (stereo not given)	-7	-11	0.2	5	20	-2	1	2	-19
CCOC(=O)c1cnc(SCC(=O)Nc2ccc3c(c2)OCCO3)nc1N	-40	-8	0.7	3	43	6	-29	9	2
COc1ccc(OCC(=O)OC(C)CN2CCOCC2)cc1 (stereo not given)	-10	11	-0.2	7	12	1	-6	2	-36
CCOC(=O)Cn1c(C(=O)OCC)cc2sccc21	25	-10	-0.5	2	43	-1	9	3	-2
Cc1cccc(NC(=S)N/N=C/c2cccc([N+](=O)[O-])c2)c1	-5	-9	-2.6	0	42	3	-7	4	-2
O=C(Nc1cccc(NC(=O)c2cccnc2Cl)c1)c1ccco1	27	8	3.1	3	1	-2	0	10	2
Cc1cccc(C)c1NC(=O)Cn1c(=O)n(CCCC(=O)NCc2ccco2)c(=O)c2sccc21	-8	-2	-2.3	0	-24	0	-9	13	7
NC(=S)N/N=C/c1coc2ccc(Br)cc2c1=O	21	-11	-0.4	-2	50	-6	-9	/	8
Cc1[nH]c2ccccc2c1C(=O)CSc1ccc(F)cc1	15	-18	1.3	4	38	0	-7	-1	-5
CCC(C)(CC(=O)N(C)CCC#N)c1ccccc1 (stereo not given)	-22	-6	0.3	6	14	4	11	1	-12
COc1ccc(NC(=O)C(=O)N/N=C/c2cccnc2)c(OC)c1	14	-6	1.4	-2	28	-2	-5	1	-1
CCCCN1C2=NCCCN2c2cc(C)c(C)cc21	-13	-19	-1.4	59*	59	51*	-6	13	5
O=S(=O)(CC(O)COc1ccc(Br)cc1)c1ccccc1 (stereo not given)	-19	-15	0.1	2	-1	-1	-9	/	-23
Cc1[nH]c2ccc(F)cc2c1CCN(Cc1ccncc1)C(=S)Nc1ccc(F)cc1	22	-12	1.2	18	9	14	22	-1	-6
COc1cc(Br)cc(C2C3=C(CCCC3=O)N(c3ccc(F)cc3)C3=C2C(=O)CCC3)c1O	-2	-7	-0.3	2	32	-1	23	-6	-3
Cc1ccc(NC(=O)c2ccc(Nc3ccccc3F)nc2)cc1	-22	-23	0.0	6	-30	1	3	-2	-17
Next structures
SMILES	NPY1 pot ag	NCF1 inh	S1P4 ag	BaF3 tox	CHOP inhibitor	Ba/F3 V617F tox	NPY2 pot ag	NPY Y1 blocker	S1P4 antag
C=CCn1c(=O)c2ccc(C(=O)NCc3ccccc3)cc2n(Cc2ccc(C)cc2)c1=O	-16	-8	1.6	0	79*	-5	-2	-3	-8
Cc1cccc(N2CCN(C(=O)C(Cc3ccccc3)n3cccc3)CC2)c1C (stereo not given)	-36	-19	-0.8	0	38	0	-12	17	-12
O=C1CN=C(Nc2ccccc2Cl)N1c1ccccc1	24	-9	0.5	0	-10	-2	2	-1	-8
COCc1cc(C)nc(NC2CCCCC2)c1C#N	-6	-20	-0.3	4	82*	3	0	7	-12
COc1cccc(/C=C2/CN(C)CC3=C2OC(N)=C(C#N)C3c2cccc(OC)c2)c1 (stereo not given)	-11	-18	-2.2	1	27	-3	11	-3	7
CC(CCc1ccccc1)NC(=O)COC(=O)C12CC3CC(CC(Br)(C3)C1)C2 (stereo not given)	3	-3	4.0	7	32	2	8	5	-12
Cc1cc(C)n(CCC(=O)N/N=C/c2cccc([N+](=O)[O-])c2)n1	14	-4	0.9	2	9	-6	-1	/	-10
CC(/C=N/NC(=O)Cc1cccs1)=C\c1ccccc1	-27	-3	2.1	6	51	3	5	-1	-12
CCN(CC)C(=O)CSc1ncnc2sc(C)c(C)c12	-6	2	0.8	3	17	1	-7	-4	-17
O=[N+]([O-])c1ccc2[nH]c(O)c(N=NC(=S)NCC3CCCO3)c2c1 (stereo not given)	-5	-7	-4.4	3	62	0	2	0	-15
COc1ccccc1NC(=O)CCC(=O)N/N=C(/C)c1ccc(C)cc1	4	-5	1.0	8	7	4	-7	9	-10
CCOCC(=O)Nc1ccc2c(c1)OCCO2	-15	-12	2.1	7	-22	5	-16	8	-17
Cc1cc2cc(OCC(=O)O)ccc2n1C	-1	-5	-0.7	7	18	-2	10	9	-32
Fc1cccc(-c2cc3nc4c(c(N5CCC6(CC5)OCCO6)n3n2)CCCC4)c1	-20	-11	0.1	8	14	3	-4	6	-10
COc1ccc(C)cc1NC(=O)CCN1CCCC1	-11	-11	-0.3	1	16	1	0	1	-21
CC(=O)NC1(C(F)(F)F)NC(=O)N(C2CCCCC2)C1=O (stereo not given)	28	-15	0.8	-2	-10	-2	14	6	6
CC(C)CCNC(=O)NC(=O)COc1ccccc1C#N	-4	-1	-1.5	-2	41	0	1	0	-8
COCCCNC(=O)CN(c1cc(Cl)ccc1OC)S(=O)(=O)c1ccc(C)c([N+](=O)[O-])c1	8	-7	-0.9	5	7	-2	-8	-2	-2
CCOc1ccc(NC(=O)CN2C(=O)COc3ccc(Cl)cc32)cc1	3	-1	-0.2	2	76*	-6	-5	-1	-15
CCOC(=O)c1cc(NC(=O)Nc2nccs2)c(C)nc1C	14	-2	0.0	-1	22	-3	18	1	-5
CC(C)c1c(C#N)c(N)nc(SCC(=O)c2cc3ccccc3oc2=O)c1C#N	8	-13	1.2	3	58	-1	-1	2	-27
COc1cc2nc(-c3ccccc3)nc(N3CCCC3)c2cc1OC	-35	-8	1.3	0	82*	-5	1	1	-10
COc1ccc(C(C#N)(CCC#N)CCC#N)cc1OC	-22	-8	0.7	-2	16	-5	-7	1	4
CC(C)(C)c1cc(C(=O)NNC(=O)c2ccc(C(F)(F)F)cc2)no1	5	-12	0.3	3	15	-5	-23	/	-2
C=CCSc1nnc(-c2ccccc2N=Cc2c(C)[nH]n(-c3ccccc3)c2=O)c(=O)[nH]1	-33	-8	-1.1	4	23	-2	-12	2	1

Entries above that have an NH in an aromatic ring:
SMILES	NPY1 pot ag	NCF1 inh	S1P4 ag	BaF3 tox	CHOP inhibitor	Ba/F3 V617F tox	NPY2 pot ag	NPY Y1 blocker	S1P4 antag
CC(C)Oc1ccc(Cc2cnc(=S)[nH]c2N)cc1	3	-10	1.1	3	7	2	11	-3	3
COc1ccccc1-c1noc(CSc2nc(N)cc(=O)[nH]2)n1	8	-3	1.0	2	2	-3	-3	6	-22
Cc1[nH]c2ccccc2c1C(=O)CSc1ccc(F)cc1	15	-18	1.3	4	38	0	-7	-1	-5
Cc1[nH]c2ccc(F)cc2c1CCN(Cc1ccncc1)C(=S)Nc1ccc(F)cc1	22	-12	1.2	18	9	14	22	-1	-6
O=[N+]([O-])c1ccc2[nH]c(O)c(N=NC(=S)NCC3CCCO3)c2c1 (stereo not given)	-5	-7	-4.4	3	62	0	2	0	-15
C=CCSc1nnc(-c2ccccc2N=Cc2c(C)[nH]n(-c3ccccc3)c2=O)c(=O)[nH]1	-33	-8	-1.1	4	23	-2	-12	2	1

Compound profiles, from the list above. Order of screens: NPY1 pot ag	NCF1 inh	S1P4 ag	BaF3 tox	CHOP inhibitor	Ba/F3 V617F tox	NPY2 pot ag	NPY Y1 blocker	S1P4 antag
COc1ccccc1NC(=O)CCC(=O)N/N=C(/C)c1ccc(C)cc1 is entered as 4	-5	1.0	8	7	4	-7	9	-10
O=C1CN=C(Nc2ccccc2Cl)N1c1ccccc1 is entered as 24	-9	0.5	0	-10	-2	2	-1	-8
COCCCNC(=O)CN(c1cc(Cl)ccc1OC)S(=O)(=O)c1ccc(C)c([N+](=O)[O-])c1 is entered as 8	-7	-0.9	5	7	-2	-8	-2	-2

Sorted by heavy-atom count (falling): part of the list above.
SMILES	NPY1 pot ag	NCF1 inh	S1P4 ag	BaF3 tox	CHOP inhibitor	Ba/F3 V617F tox	NPY2 pot ag	NPY Y1 blocker	S1P4 antag
O=[N+]([O-])c1ccc2[nH]c(O)c(N=NC(=S)NCC3CCCO3)c2c1 (stereo not given)	-5	-7	-4.4	3	62	0	2	0	-15
CC(/C=N/NC(=O)Cc1cccs1)=C\c1ccccc1	-27	-3	2.1	6	51	3	5	-1	-12
CCOCC(=O)Nc1ccc2c(c1)OCCO2	-15	-12	2.1	7	-22	5	-16	8	-17

Following part
SMILES	NPY1 pot ag	NCF1 inh	S1P4 ag	BaF3 tox	CHOP inhibitor	Ba/F3 V617F tox	NPY2 pot ag	NPY Y1 blocker	S1P4 antag
CCCCC(c1nnnn1CS(=O)(=O)c1ccc(C)cc1)N1CCN(C)CC1 (stereo not given)	-1	-11	-0.4	6	3	-1	-3	2	-6
CNC(=S)NNC(=O)c1cc(C(C)(C)C)nn1Cc1ccc(F)cc1	-7	-46	-0.6	-4	-14	-1	3	/	3
CCOC(=O)C(=O)N=Nc1c(O)[nH]c2ccccc12	18	-15	-0.4	4	-7	1	0	2	-21
CC1(C)CC(=O)c2sc(NC(=O)c3ccc4ncsc4c3)nc2C1	9	-12	-1.7	6	-15	0	4	-2	4
CCCCNCCOCCOc1ccc(Cl)cc1Br	-3	-6	-0.5	6	4	5	10	6	-10
O=c1c2sccc2nc(SCc2ccc([N+](=O)[O-])cc2)n1Cc1ccccn1	2	-3	1.0	6	16	1	5	7	-25
O=C(CSc1nc2ccccc2n1-c1ccccc1)NCC1CCCO1 (stereo not given)	-29	-3	1.7	0	-3	0	0	-1	-6
CCOC(=O)c1oc2ccccc2c1CSc1nnnn1-c1ccccc1	-10	-14	-1.3	0	42	-2	-3	13	-9
CCC1C(O)=C(c2ccccn2)C(=N)N1c1ccccc1 (stereo not given)	-16	-6	2.1	2	15	0	1	1	-16
COc1cc(C2CC(c3cccnc3)=NN2c2ccc(F)cc2)cc(OC)c1OC (stereo not given)	5	-12	1.0	6	19	1	-8	7	3
CC(=O)Nc1ccc(S(=O)(=O)Nc2cccc(-c3csc(C)n3)c2)cc1	5	-11	-0.2	10	19	-4	-4	-5	1
Cc1ccc(CSc2nnc3ccc(-c4ccncc4)nn23)cc1	-12	0	1.6	6	36	0	-19	-5	-12
COC(=O)c1ccccc1NC(=O)c1cc2ncc(Br)cn2n1	1	-6	-1.5	-1	-13	-3	-10	7	-10
